Screens (PubChem BioAssay)
Ba/F3 V617F tox: lowers viability of Ba/F3 cells expressing EpoR and JAK2V617F. 220,000 compounds, 1.1% hits. ATP luminescence. inhibition, % at 5.6 µM;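 active = inhibition above the campaign mean plus 3 SD over all tested compounds, cut at about 24% in these data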;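 note: cytokine-independent growth of Ba/F3 cells driven by EpoR plus mutant JAK2; 0% = DMSO-treated cells and 100% = JAK inhibitor I control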
PPC-1+TRAIL kill: compounds killing PPC-1 cancer cells with TRAIL present (potentiator screen, no TRAIL-free arm) | AID 1443 | PPC-1 cells + TRAIL, ATPLite viability luminescence | cell killing (% activity), % at 4 µM | 220,000 compounds, 0.41% hits;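 active = cell killing above 50% in the first pass at 4 µM, then a duplicate retest at 5 µM averaging 50% or more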;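 note: plate controls were cells with TRAIL plus DMSO for no effect and medium-only wells lacking cells for full effect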
TRPML3 agonist: activates the human TRPML3 channel; activation, % at 3 µM; 220,000 compounds, 0.29% hits; Q8TDD5; HEK293 TRPML3-YFP, Fluo-8 calcium fluorescence; 100% = the carbachol control signal;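 active = activation above its plate's cutoff, the mean activation of the plate's test wells plus 3 SD, cut at about 12% in these data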;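 note: 0% = DMSO only wells and 100% = carbachol wells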
Target sequence (Q8TDD5 whole entry, looked up): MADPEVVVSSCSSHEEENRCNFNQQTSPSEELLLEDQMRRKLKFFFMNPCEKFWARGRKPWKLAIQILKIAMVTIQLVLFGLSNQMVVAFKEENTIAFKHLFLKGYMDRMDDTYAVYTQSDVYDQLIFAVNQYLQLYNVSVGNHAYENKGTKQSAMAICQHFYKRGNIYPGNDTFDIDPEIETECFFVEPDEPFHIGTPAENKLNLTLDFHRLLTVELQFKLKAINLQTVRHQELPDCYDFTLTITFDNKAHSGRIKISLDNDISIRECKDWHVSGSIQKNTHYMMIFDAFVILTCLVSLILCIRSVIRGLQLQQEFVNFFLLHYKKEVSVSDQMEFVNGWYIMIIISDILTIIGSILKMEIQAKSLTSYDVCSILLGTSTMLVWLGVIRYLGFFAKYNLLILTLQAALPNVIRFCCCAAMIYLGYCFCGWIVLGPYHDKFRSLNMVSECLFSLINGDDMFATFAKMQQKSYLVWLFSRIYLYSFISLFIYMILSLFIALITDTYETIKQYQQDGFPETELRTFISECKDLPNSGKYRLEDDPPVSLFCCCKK
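system = HEK293 cells stably carrying human TRPML3-YFP | doses = one concentration, 3 µM nominal, 0.3% DMSO | timing = dye loading 1 h 37 °C then 30 min ambient, 125 s read | detection = Fluo-8 calcium dye fluorescence, ex 470-495, em 515-575 nm | benchmarks = high control carbachol 87 µM, low control DMSO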
Wee1 degr inh: human Wee1 degradation inhibition, primary screen. 220,000 compounds, 1.2% hits. HeLa Luc-Wee1K328M stability, luciferase luminescence; 100% = proteasome inhibitor MG132 effect. AID 1321. reporter increase, % at 5 µM;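 active = activation above the mean of all tested compounds plus 3 SD, set per screening run, cut at about 8.8% in these data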;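 note: cells exposed to compound for 20 h before luminescence read; 0% = DMSO alone and 100% = MG132 at 30 µM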
CHOP inh: CHOP inhibition in unfolded protein response. CHO-K1 CHOP-promoter luciferase, tunicamycin-induced, 15-18 h. inhibition, % at 10 µM. 220,000 compounds, 3.8% hits;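 active = compounds that reduced the stress-induced luciferase reporter signal by more than about 70% of percent inhibition, limit read from the data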;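 note: 0% = tunicamycin plus vehicle and 100% = wells without tunicamycin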
RBBP9 inh: blocks human serine hydrolase RBBP9; O75884; recombinant RBBP9, FP-Rh probe fluorescence polarization; inhibition, % at 7.94 µM; 220,000 compounds, 0.2% hits; AID 1515;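 active = inhibition above the campaign mean of all tested compounds plus 3 SD, cut at about 14% in these data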;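 note: plate controls were DMSO wells with RBBP9 for no effect and wells lacking RBBP9 protein for full effect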
Target sequence (O75884 whole entry, looked up): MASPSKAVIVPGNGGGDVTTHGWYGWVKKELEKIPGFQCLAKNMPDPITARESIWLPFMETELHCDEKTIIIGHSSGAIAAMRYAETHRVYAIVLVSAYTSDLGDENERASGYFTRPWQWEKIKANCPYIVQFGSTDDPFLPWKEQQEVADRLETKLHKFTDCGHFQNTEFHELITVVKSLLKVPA
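Test system: recombinant human RBBP9. Quantity: 2.5 µM RBBP9 dispensing solution, before mixing. Detection: FP readout at 525/598 nm. Reagent: Serine-hydrolase probe FP-Rh, 375 nM pre-mixing. Measure: % inhibition. Control set: DMSO-treated enzyme wells and wells lacking RBBP9. Buffer or medium: Tris-NaCl-Pluronic buffer, pH 8.0. Times: preincubation 30 min plus labeling 45 min at 25 °C.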
TNF death inh: blocks TNF-alpha induced death of Jurkat FADD-/- cells. Jurkat FADD-/- TNF necroptosis rescue, ATP luminescence, 24 h; 0 = TNF only, 100 = no-TNF cells. activation (protection from cell death), % at 10 µM. 220,000 compounds, 0.068% hits;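 active = activation, meaning protection from cell death, of at least 50% relative to plate controls; inactive = activation below 50%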;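 note: necroptosis triggered by 40 ng/mL TNF-alpha added together with compound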
BaF3 parental: reduces parental Ba/F3 cell viability, JAK2V617F counter-screen | CellTiter-Glo ATP luminescence | inhibition, % at 5.6 µM | 220,000 compounds, 1.1% hits | AID 1486;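 active = inhibition above a per-campaign cutoff, the mean inhibition of all tested compounds plus 3 SD, cut at about 27% in these data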;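 note: 0% = DMSO wells and 100% = JAK Inhibitor I control wells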
TRPN1 ag: activates the zebrafish TRPN1 channel. HEK293 zebrafish TRPN1-YFP, Fluo-8 calcium fluorescence; 100% = response to 87 µM carbachol. activation, % at 3 µM. 220,000 compounds, 0.18% hits. AID 1424;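 active = activation above its plate's cutoff, the mean activation of test wells on that plate plus 3 SD, cut at about 19% in these data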;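 note: 0% = DMSO alone and 100% = 87 µM carbachol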
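Material: zebrafish TRPN1-YFP in HEK293 cells. Doses: one dose of 3 µM, 0.3% DMSO. Incubation: dye 1 h 37 °C plus 30 min RT. Measured by: intracellular calcium fluorescence with Fluo-8.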
Numbers without * were called inactive; / = not tested or not shown.

SMILES	Ba/F3 V617F tox	PPC-1+TRAIL kill	TRPML3 agonist	Wee1 degr inh	CHOP inh	RBBP9 inh	TNF death inh	BaF3 parental	TRPN1 ag
Cc1[nH]c2ccccc2c1CN1CCc2ccccc2C1	-1.1	-18.5	0.6	-1.8	91.2*	-5.0	-12.9	4.6	-1.5
COc1ccc(CN=C2NC(=O)CC(C(=O)Nc3ccccc3C)S2)cc1 (stereo not given)	-1.2	5.8	0.1	7.3	7.7	2.1	2.3	3.2	0.6
CC(=O)Cn1ncc(Br)c(Br)c1=O	5.3	20.5	0.2	1.9	104.8*	-7.3	-14.9	-3.3	0.1
Cc1nc(/C(N)=N/OC(=O)c2ccccc2Cl)c(C(F)(F)F)o1	0.8	11.6	0.0	-1.2	-12.7	-6.9	0.7	0.5	0.5
O=C(NCc1ccc(Cl)cc1)C(=O)Nc1nccs1	-3.0	22.3	2.2	-3.5	1.5	2.4	0.8	3.1	0.3
Cc1cc(/C=C2\C(=N)N3N=CSC3=NC2=O)c(C)n1Cc1ccccc1	5.0	34.1	0.4	0.9	-21.7	-14.2	-0.9	5.3	2.7
Cc1nc2nc[nH]n2c(=O)c1CCOC(=O)c1ccccc1F	-3.2	6.0	0.6	1.2	11.1	0.2	0.8	2.7	-0.1
CC1CCCC(C)N1C(=O)CN1C(=O)C(C)(C)Oc2ccc(C(=O)NC3CCCC3)cc21 (stereo not given)	4.7	11.3	0.0	0.9	-33.0	-5.0	1.9	6.0	1.5
Cc1nnc(SCCn2c(N3CCC(C)CC3)nc3c2c(=O)n(C)c(=O)n3C)s1	-3.4	/	0.2	-1.6	/	-7.6	-2.1	2.4	-0.1
COC(=O)c1cc(NC(=O)C2(S(=O)(=O)c3ccc(Cl)cc3)CC2)cc(C(=O)OC)c1	0.1	9.2	0.3	1.2	7.4	4.0	1.7	4.5	-0.9
O=C(CSc1nnc(-c2ccccc2)n1-c1ccccc1)NCc1ccco1	-0.8	18.9	-0.1	-1.2	1.7	3.2	1.0	3.7	0.4
CC(C)c1ccc(N2C(=O)[C@@H]3Cc4ccccc4CN3C2=O)cc1	0.0	24.4	0.8	-0.8	27.9	-4.5	1.7	2.8	2.4
CC1(C)CC(=O)C2=C(C1)Nc1cc(Cl)ccc1S2	-4.1	5.3	-0.3	3.5	52.7	-7.6	-1.4	-3.9	-1.6
O=c1c(-c2ccccc2)c(O)cc(-c2ccncc2)n1-c1ccc(Cl)cc1	-0.4	7.1	1.0	-1.7	-10.5	1.2	-0.7	6.8	-0.1
CC(Oc1cccc(Cl)c1)c1ccnc2nc(/N=C/N(C)C)nn12 (stereo not given)	4.6	9.2	0.1	2.6	2.5	2.9	-1.4	8.4	-1.5
CCc1ccc(CN(C)C(=O)CCc2nnc(CCc3ccccc3OC)o2)nc1	-1.7	0.1	1.1	-2.8	16.6	-2.8	1.4	1.7	-0.2
Cc1ccc(-c2nc(C#N)c(NCCN3CCCCC3)o2)cc1	1.1	4.7	0.9	-1.1	-2.1	-6.2	1.7	2.5	1.1
OCC[C@H]1C[C@H](O)[C@@H](O)[C@@]2(CCCCO2)O1	-1.5	3.9	1.2	3.9	-26.4	2.1	0.9	0.2	0.3
COc1ccc(CNC(=O)C(NC(C)=O)C(=O)Nc2ccc(OC)cc2)cc1 (stereo not given)	-1.7	3.4	0.0	-0.8	14.0	-2.5	-2.4	2.4	-0.4
O=C(Nc1ccc(OC(F)F)c(Cl)c1)C(c1ccccc1)c1ccccc1	1.5	6.1	0.7	-2.4	70.2*	-27.3	2.2	8.2	1.6
CSc1ccccc1NC(=O)c1ccncc1	2.4	7.3	0.5	2.6	8.8	-20.7	-4.1	10.9	0.1
O=C(NC(c1ccccc1)C(Cl)Cl)c1ccccc1 (stereo not given)	-3.2	11.7	-0.5	-1.2	15.4	-3.0	-0.5	2.4	-1.7
COc1cc(Br)cc(CN2CCN(C/C=C/c3ccccc3)CC2)c1O	-1.2	-0.6	1.6	-0.1	11.7	5.2	-1.0	5.2	0.5
Cc1nn2c(-c3ccc(Cl)cc3)ccnc2c1-c1ccccc1	-0.3	15.5	0.4	-2.2	69.8	-3.2	2.3	2.7	0.6
COc1ccc(S(=O)(=O)N2CCC(N3CCN(c4ccccc4OC)CC3)CC2)cc1	0.5	-6.8	0.7	0.8	6.3	-5.9	2.2	0.4	0.4
CCC(C)[C@H](NC(=O)N1CCC(C)CC1)C(=O)OC (stereo not given in full)	-5.2	21.7	1.1	-1.8	11.3	-2.3	1.5	0.9	-1.1
C/C(=N\NC(=O)c1cc(C(C)C)[nH]n1)c1ccco1	5.1	44.0	0.3	0.7	-11.8	-3.4	0.8	12.2	1.6
C/C(CC(=O)Nc1cc(Cl)ccc1C)=N\NC(N)=O	0.1	-1.4	-0.2	-3.0	3.5	0.7	4.5	-0.6	0.9
Cc1ccc(C(=O)NC(=S)Nc2cccc(NC(=O)c3ccccc3Cl)c2)cc1[N+](=O)[O-]	3.4	-2.2	0.9	-1.8	52.2	-9.5	0.1	12.1	1.6
O=C(c1cccc(C(F)(F)F)c1)C1CCCN(Cc2cccc(OCCO)c2)C1 (stereo not given)	-0.9	-26.5	1.8	2.7	25.9	-3.2	2.1	-0.5	2.0
CCNC(=S)Nc1ccc(N(c2ccccc2)C(C)C)cc1	-1.2	24.9	0.3	1.9	23.0	-0.6	0.0	2.9	0.5
CC(C)NCCCCOc1ccc(Br)cc1Cl	2.0	9.2	1.2	-3.6	-0.7	-3.9	5.2	1.8	1.6
O=C(NC(Cc1ccccc1)C(=O)O)/C(=C\c1ccccc1F)NC(=O)c1ccccc1 (stereo not given)	-2.2	5.6	0.8	1.7	-2.9	-5.3	0.0	2.9	0.7
O=C(Nc1ccccc1F)C1CC1c1ccccc1 (stereo not given)	-0.9	8.1	0.1	-0.3	17.1	1.3	2.1	-0.4	-1.2
CCSc1nc2ccccc2n1S(=O)(=O)c1ccccc1	-3.7	15.6	-0.9	0.3	51.5	3.2	0.1	3.4	-1.2
COc1ccc(N2C(=O)CC(NC34CC5CC(CC(C5)C3)C4)C2=O)c(OC)c1 (stereo not given)	-2.2	4.2	0.0	1.0	40.6	-2.2	-0.5	1.1	-0.5

Retrieved one by one from the entries so far, 3 records:
SMILES	Ba/F3 V617F tox	PPC-1+TRAIL kill	TRPML3 agonist	Wee1 degr inh	CHOP inh	RBBP9 inh	TNF death inh	BaF3 parental	TRPN1 ag
CCSc1nc2ccccc2n1S(=O)(=O)c1ccccc1	-3.7	15.6	-0.9	0.3	51.5	3.2	0.1	3.4	-1.2
O=C(NC(Cc1ccccc1)C(=O)O)/C(=C\c1ccccc1F)NC(=O)c1ccccc1 (stereo not given)	-2.2	5.6	0.8	1.7	-2.9	-5.3	0.0	2.9	0.7
CCC(C)[C@H](NC(=O)N1CCC(C)CC1)C(=O)OC (stereo not given in full)	-5.2	21.7	1.1	-1.8	11.3	-2.3	1.5	0.9	-1.1

(listing goes on)
SMILES	Ba/F3 V617F tox	PPC-1+TRAIL kill	TRPML3 agonist	Wee1 degr inh	CHOP inh	RBBP9 inh	TNF death inh	BaF3 parental	TRPN1 ag
CCCCNS(=O)(=O)c1ccc2nc(SCC(=O)c3ccc(C#N)cc3)[nH]c2c1	-2.5	3.2	0.8	0.8	44.4	-10.4	0.7	2.6	0.5
Cc1ccc(SCCN)cc1C	-0.6	17.0	0.8	2.2	11.6	-4.1	-4.4	1.7	-0.2
CN1CCN(C(=S)Nc2cc([N+](=O)[O-])ccc2Cl)CC1	-0.8	5.1	0.2	-0.6	-1.9	7.8	1.6	2.4	-1.5
CC(C)CCNC(=O)CCCOc1ccccc1	-1.5	6.5	0.2	0.3	4.3	-0.9	2.1	6.5	-1.1
COCCNC(=O)C(c1cccs1)N(C(=O)Cn1nnc2ccccc21)c1cccc(C)c1 (stereo not given)	-0.5	6.3	0.4	-2.8	9.7	-8.5	-3.1	0.2	-0.5
CC(=O)[C@H]1[C@H](C#N)C[C@H]2[C@@H]3CC=C4C[C@@H](O)CC[C@]4(C)[C@H]3CC[C@@]21C	-2.0	12.6	0.5	-4.0	6.0	-0.4	2.5	2.8	0.5
Cn1cc(Br)c(C(=O)NC(=S)Nc2ccc(S(N)(=O)=O)cc2)n1	1.2	4.1	-0.2	-2.1	-3.2	-9.1	-0.5	1.8	1.1
O=C(COC(=O)c1cccc(Br)c1)NCCc1ccc(F)cc1	-3.4	32.8	-1.4	-1.1	8.0	8.2	1.4	-0.3	-2.7
COc1cc(NS(=O)(=O)c2cccc3nsnc23)cc(OC)c1	0.6	12.4	0.5	-0.1	-5.1	1.9	-0.5	6.6	-1.2
O=C(C1CCCN(S(=O)(=O)c2cccnc2)C1)N1CCN(c2ccccn2)CC1 (stereo not given)	1.6	16.7	1.0	4.1	-6.2	-4.7	-0.1	4.4	3.1
Cc1cccc(NC(=O)CSc2nc3c(oc4ccccc43)c(=O)n2-c2ccccc2)c1	1.9	-14.5	0.2	3.6	12.5	5.2	1.6	10.7	1.4
CC(C)[C@H](NS(=O)(=O)c1ccc2c(c1)OCCO2)C(=O)OCC(=O)Nc1ccccc1	-6.6	15.7	0.1	2.0	6.5	-3.4	2.5	2.2	0.2
CNC(=O)NC1CCCCc2sccc21 (stereo not given)	-1.7	-6.6	1.5	-4.6	28.9	4.0	-1.5	-1.9	0.6
C/C(N)=C(/C#N)C(=O)COC(=O)Cc1coc2cc(C)ccc12	-2.2	18.0	-0.2	2.0	-17.9	-5.0	0.0	-0.3	1.6
COc1cc(/C=N/NC(=O)CSc2nc3ccccc3n2C)cc(OC)c1OC	6.7	0.3	-0.5	-0.3	27.6	-9.0	0.0	6.4	1.8
CCN(CC)S(=O)(=O)N1CCC(C(=O)NCC2COc3ccccc3O2)CC1 (stereo not given)	-1.8	31.7	0.1	4.3	-14.3	0.0	-0.3	-3.0	1.6
COC(=O)/C(=C\C(=O)c1ccccc1)Nc1ccc(OC)cc1	-3.1	-3.8	0.6	3.4	1.7	-9.8	9.3	1.6	0.1
Cc1cc(C)nc(NS(=O)(=O)c2ccc(NC(=S)NC(=O)C3CCCC3)cc2)n1	-2.6	21.4	-0.1	-0.9	71.9*	0.8	0.5	-0.6	-0.3
COC(=O)CCS(=O)(=O)c1ccc(NC(C)=O)cc1	-2.0	0.5	0.8	0.0	22.5	-4.8	0.8	-0.9	-0.5
N#Cc1nc(COc2ccccc2)oc1N1CCOCC1	-0.6	19.6	0.3	-1.7	59.1	-7.0	-1.0	1.6	-0.3
Cc1cc(C)n2nc(C(=O)N/N=C/C=C/c3ccccc3)nc2n1	-2.3	2.7	0.8	-0.1	8.4	4.6	4.9	-1.5	0.2
